Tau FP inhib = tau fibrillization inhibition (FP) | P10636 | K18 P301L tau heparin fibrillization, Alexa594 FP, 6 h | Potency, µM (top dose mostly 57.7 µM), inactives show top-dose activity, negative = inhibition, hits mostly inhibitors | hit rate 0.39% among 280,000; also: % is scaled to controls: 0 for no effect and ±100 for the full control effect; nearly all actives have a fitted effect of over 55% in size
Target sequence (P10636 561-689 P618L limits assumed): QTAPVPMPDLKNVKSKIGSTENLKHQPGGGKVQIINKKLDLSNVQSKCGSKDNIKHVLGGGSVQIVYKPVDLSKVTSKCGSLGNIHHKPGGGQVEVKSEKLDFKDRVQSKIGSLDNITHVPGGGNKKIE
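Read-out: fluorescence polarization of Alexa 594-labeled tau (0.24 uM), 555 nm excitation, 632 nm emission. Mixtures held 15 uM unlabeled K18 P301L, compound and 20 uM heparin, pH 7 acetate buffer, incubated 6 hr at 37 C.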
KDM4E inh = inhibitors of human JMJD2E histone demethylase. B2RXH2. JMJD2E catalytic domain, FDH-coupled NADH fluorescence (FDH is formaldehyde dehydrogenase). Potency, µM (doses to about 57.1 µM), without a hit: top-dose activity change, negative = inhibition, usual class: inhibitors. hit rate 1.6% among 230,000. AID 2147; active = well fitted inhibition curve with a large enough effect, not every such curve was filed as active; inconclusive = small, poorly fitted or top-dose-only effect, or another doubt; inactive = no such curve, though single readings can be large or run the other way;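 also: 0% = wells with enzyme and -100% = buffer wells without enzyme; nearly all actives have a fitted effect of over 50% in size; many of its hits are not listed in these tables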
Target sequence (B2RXH2 1-337 limits assumed): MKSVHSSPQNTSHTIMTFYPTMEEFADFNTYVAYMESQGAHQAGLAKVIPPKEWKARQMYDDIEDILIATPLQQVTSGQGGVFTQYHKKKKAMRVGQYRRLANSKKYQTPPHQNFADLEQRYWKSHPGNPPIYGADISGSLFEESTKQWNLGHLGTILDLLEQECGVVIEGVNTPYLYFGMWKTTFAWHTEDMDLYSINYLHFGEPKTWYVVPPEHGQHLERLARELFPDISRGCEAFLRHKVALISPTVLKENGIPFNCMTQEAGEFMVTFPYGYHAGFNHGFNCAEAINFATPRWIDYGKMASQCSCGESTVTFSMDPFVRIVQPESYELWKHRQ
Tau fluor cs = counter-screen for tau fibril formation inhibitors; tau K18 P301L Alexa594 fluorescence, heparin fibrillization; Potency, µM (titrated, usually from 57.7 µM), for the others: top-dose activity change, negative = decrease; hit rate 0.93% among 280,000; also: % is scaled to controls: 0 for no effect and ±100 for the full control effect; nearly all actives have a fitted effect of over 55% in size
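Human K18 P301L tau (15 uM unlabeled plus 0.24 uM Alexa 594-labeled, final) in 100 mM sodium acetate pH 7 was mixed with compound and 20 uM heparin and incubated 6 hr at 37 C.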
HTT ATP protect = cytoprotection in Huntington HTT-Q103 PC12 cell model; Potency, µM (doses to about 56.4 µM), inactives show cytoprotection (ATP increase), usual class: activators; AID 1471; PC12 HTT-Q103 induced, cytoprotection, ATP luminescence, 40 h; hit rate 0.14% among 230,000;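 also: % of control where 0% means no effect; nearly all actives have a fitted effect of over 45% in size; toxic huntingtin expression switched on by the ecdysone agonist tebufenozide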
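Quantitative HTS on tebufenozide-induced (100 nM) PC12 cells expressing HTTQ103 exon 1–GFP; compounds tested as a concentration series; survival measured via cellular ATP.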
SMN2 splice enh = enhancers of SMN2 splice variant expression; HEK293 SMN2-luciferase splicing reporter, luminescence, 30-36 h; Potency, µM (top dose mostly 46.1 µM), inactives show at the highest dose activity change, positive = activation, most hits filed as activators; hit rate 2.8% among 210,000; AID 1458; also: % of control where 0% means no effect; nearly all actives have a fitted effect of over 55% in size
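qHTS luciferase splicing reporter: luminescence rises when SMN2 exon 7 is included in transfected HEK293 cells. Compound exposure lasted 30-36 h at 37C, with 4.5 mM final sodium butyrate as control, followed by a ONE-Glo read.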
ALDH1A1 inh = inhibitors of human aldehyde dehydrogenase 1A1 | P00352 | Purified ALDH1A1, NADH fluorescence, propionaldehyde substrate | Potency, µM (titrated, usually from 75.3 µM), inactives show at the top dose activity, negative = inhibition, actives largely listed as inhibitors | hit rate 7.3% among 220,000; active = well fitted inhibition curve with a large enough effect, not every such curve was filed as active; inconclusive = small, poorly fitted or top-dose-only effect, or another doubt; inactive = no such curve, though single readings can be large or run the other way;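 also: plate controls were no enzyme wells and a reference inhibitor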
Target sequence (P00352 whole entry, looked up): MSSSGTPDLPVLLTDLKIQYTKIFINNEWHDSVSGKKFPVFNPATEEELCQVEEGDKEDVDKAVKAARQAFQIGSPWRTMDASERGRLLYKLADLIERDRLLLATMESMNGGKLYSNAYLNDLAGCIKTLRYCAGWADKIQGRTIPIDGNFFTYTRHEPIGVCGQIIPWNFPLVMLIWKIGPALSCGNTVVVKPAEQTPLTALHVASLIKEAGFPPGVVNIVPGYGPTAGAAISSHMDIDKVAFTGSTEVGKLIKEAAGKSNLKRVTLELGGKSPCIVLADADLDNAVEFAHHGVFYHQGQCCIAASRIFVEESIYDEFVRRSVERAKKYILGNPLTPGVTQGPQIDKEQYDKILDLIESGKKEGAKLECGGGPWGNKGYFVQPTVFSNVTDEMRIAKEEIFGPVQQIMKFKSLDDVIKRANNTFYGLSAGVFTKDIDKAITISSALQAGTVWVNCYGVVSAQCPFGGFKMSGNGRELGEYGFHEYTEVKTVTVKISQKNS
Tau ThT inhib = inhibitors of human tau fibril formation, thioflavin T binding; recombinant tau K18 P301L (four-repeat tau fragment), heparin-induced fibrillization, ThT fluorescence; AID 1460; Potency, µM (series often up to 57.4 µM), inactives show top-dose activity, negative = inhibition, most hits filed as inhibitors; hit rate 2.1% among 270,000; also: % is scaled to controls: 0 for no effect and ±100 for the full control effect; nearly all actives have a fitted effect of over 55% in size
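In this qHTS, human K18 P301L tau is incubated with compound and heparin for 6 hr at 37 C, and Thioflavin T fluorescence then reports fibril load.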
HttQ103 aggreg = reduces HttQ103-GFP aggregates in PC12 cells | PC12 HttQ103-GFP aggregates, Acumen cytometry, 40 h | Potency, µM (titrated, usually from 46.1 µM), without a hit: top-dose activity change, negative = inhibition, actives largely listed as inhibitors | hit rate 1.1% among 220,000; also: % is scaled to controls: 0 for no effect and ±100 for the full control effect; nearly all actives have a fitted effect of over 60% in size
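Ecdysone-promoter PC12 model expressing HTT exon 1 Q103 fused to GFP, induced by tebufenozide at 100 nM final. Compounds titrated; aggregates sized 1–25 µm scored on a 488 nm laser cytometer.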
An asterisk follows results filed as active; ? = inconclusive; . = not tested or not shown; [ ] = another dose, or the depositor's remark. Unless noted, calls follow the shape of the dose curve; as a rule, active = well fitted curve in the direction sought with a large enough effect; inconclusive = small, poorly fitted or top-dose-only effect, or another doubt; inactive = no such curve, though single readings can be large; an effect the other way counts as inactive or inconclusive. Potency is read from the fitted curve at half-maximal effect.

SMILES | Tau FP inhib | KDM4E inh | Tau fluor cs | HTT ATP protect | SMN2 splice enh | ALDH1A1 inh | Tau ThT inhib | HttQ103 aggreg
CCCn1c(SCC(=O)NCc2cccs2)nc2c1c(=O)n(C)c(=O)n2C | -3% | -4% | -4% | -8% | 9% | 18% | -3% | -1%
COc1ccccc1OCC(=O)O/N=C(\N)c1ccccn1 | -7% | -5% | -11% | -17%[10 µM] | . | . | -11% | -3%[9.22 µM]
CC1(CC(=O)N/N=C/c2ccc(-c3ccc(Cl)cc3)o2)OCCO1 | -4% | -4% | 5% | 1%[10 µM] | 9% | -10% | 7% | 10%
CN(C)S(=O)(=O)N1CCN(C(=O)c2cccc(Br)c2)CC1 | 0% | 0% | -7% | 4% | 1% | -10% | -11% | 22%[1.84 µM]
Cc1cc(-c2ccccc2)nc2c(Br)c(=O)[nH]n12 | ? | 3% | -17% | -16% | 2% | ? | 10µM* | 9%[9.22 µM]
O=C(c1cccs1)C1CCCN(Cc2nc(Cc3ccccc3F)no2)C1 (stereo not given) | -10% | -11% | -16% | 21%[10 µM] | . | -6% | -6% | 7%[9.22 µM]
COc1cccc(C(=O)SC2=NCCS2)c1 | 6% | 2% | -10% | 5%[4.97 µM] | -3% | -7% | ? | 5%
OCCCNc1nc(-c2ccccc2)nc2c1oc1ccccc12 | ? | -19% | ? | 25%[10 µM] | . | . | -4% | 13%[9.22 µM]
Cc1cc(C)nc(N/C(=N\S(=O)(=O)Cc2ccccc2)Nc2cccc(Cl)c2C)n1 | -14% | 10% | -10% | -15% | -23% | ? | -14% | 20%
Cc1ccc(NC(=O)Cc2csc(-c3ccccc3)n2)cc1F | 2% | 2% | -6% | -14%[10 µM] | . | -8% | -2% | -14%
Fc1cccc(-c2nnn3c2nc(NCc2ccc4c(c2)OCO4)c2ccccc23)c1 | -7% | . | ? | . | 24% | . | 3% | .
CCOC(=O)C1=C(C)NC(=O)NC1c1ccc(OCCO)c(OC)c1 (stereo not given) | 3% | 2% | 7% | 30%[1.9 µM] | -9% | 8% | 3% | 10%
CC(c1ccccc1)n1c(-c2cccs2)nc2c(c(=O)c3ccccc3n2C)c1=O (stereo not given) | -16% | 6% | -10% | 19%[10 µM] | . | . | ? | 29%[9.22 µM]
CCOC(=O)NC(O)C(=O)c1cccs1 (stereo not given) | 2% | -3% | -4% | -7% | -6% | -6% | -7% | 24%
COc1ccc(CCNC(=O)CCCCn2c(=O)c3ccccc3n(Cc3ccccc3C)c2=O)cc1OC | -4% | . | -9% | . | -7% | . | -12% | .
CCC(=O)Nc1ccc(NC(=O)CSc2nnnn2-c2ccc3c(c2)OCCO3)cc1 | -8% | 9% | 0% | . | -8% | 8% | 4% | 27%
CCS(=O)(=O)N1Cc2ccccc2CC1C(=O)OCC(=O)Nc1ccc(SC(F)F)cc1 (stereo not given) | -4% | 4% | -24% | -17% | -18% | 2% | -2% | 4%
COCCN(CCOC)c1nc(C)nc2c1nc(-c1ccccc1)n2CCN1CCCC1 | 4% | ? | -2% | 8% | -6% | ? | -2% | .
COc1ccccc1S(=O)(=O)Nc1cc(S(=O)(=O)N2CCCCC2)ccc1N1CCOCC1 | 5% | 5% | -10% | -26%[10 µM] | 14% | 13µM* | -6% | 27%
Cc1ccccc1CN(c1ccc(C(=O)NCCC2=CCCCC2)cc1)S(C)(=O)=O | 8% | -22% | -16% | -14% | -12% | ? | -13% | -8%
CCc1cccc(CC)c1NC(=O)CSc1nnc(C(C)C)n1CC | 8% | 11% | 5% | -14% | 26% | 5% | -8% | 4%
Cc1ccc(-c2nc3cc(NC(=O)C(C)C)ccc3o2)cc1C | 5% | 4% | 8% | -43%[1.9 µM] | ? | ? | 16% | -5%
CCOc1ccc2nc3c(cc2c1)CN(CCOC)C(=NCCOC)S3 | -2% | 2% | -2% | 2% | -7% | 4% | -3% | 1%
CCCCOC(=O)c1ccc(NC(=S)NC(=O)c2c(Cl)cnn2CC)cc1 | 0% | 5% | -14% | -18% | -17% | 3.5µM* | ? | 28%
O=C(Nc1ccccc1)OCCNC(=O)c1cccc(Cl)c1 | 2% | 10% | -8% | -6% | -21% | 4% | -14% | -42%
Nc1nc2ccc([N+](=O)[O-])cc2[nH]1 | -2% | -28% | -7% | -13%[10 µM] | . | ? | -6% | 21%[9.22 µM]
COc1ccc2[nH]cc(CCN=C(NC(=O)c3cccc(Cl)c3)Nc3nc(C)cc(C)n3)c2c1 | 8% | . | ? | . | -3% | . | -14% | .
CCC(C)C(=O)Nc1nc2c(s1)C(=O)CC(C)(C)C2 (stereo not given) | -3% | 2% | -7% | 16%[10 µM] | 6% | 16µM* | -5% | -11%
CCc1ccc(NC(=O)CN(c2cccc(C)c2)S(C)(=O)=O)cc1 | -9% | 3% | -20% | -30% | -13% | 8% | -9% | -1%
O=C(NCc1cccs1)c1nc(-c2cccs2)no1 | 7% | -2% | 7% | . | ? | 14% | 10% | -20%
CCOc1ccc(CCNC(=O)CSc2nnnn2-c2ccc(C)cc2C)cc1OCC | -2% | . | -28% | . | 4% | . | -15% | .
CC(C)(C)c1ccc(S(=O)(=O)Nc2ccc(Cc3ccncc3)cc2)cc1 | 5% | -24% | -10% | -12%[10 µM] | -85%[inhibitor] | 1.1µM* | 5% | ?
O=C(c1cccc(N2CCCC2=O)c1)N1CCN(c2ccccc2)CC1 | 9% | 4% | -9% | 14%[10 µM] | 3% | -4% | -15% | -18%
COc1ccc(-c2noc(C3CCCN(C(=O)c4ccccc4)C3)n2)cc1 (stereo not given) | -2% | -4% | -17% | 0%[10 µM] | . | . | . | -21%[9.22 µM]
CC1CN(CC(O)COc2ccccc2C(C)(C)C)CC(C)O1 (stereo not given) | 5% | -9% | -6% | -2%[10 µM] | -78%[inhibitor] | ? | 1% | -13%
O=[N+]([O-])c1cccc(/C=C/c2nc[nH]c2[N+](=O)[O-])c1 | -1% | 2% | -21% | -7%[10 µM] | . | -2% | ? | -38%[9.22 µM]
CCOC(=O)c1nnsc1N | 4% | 8% | 9% | 1%[10 µM] | . | . | 11% | -8%[9.22 µM]
CC(C(=O)O/N=C(\N)c1cccnc1)c1ccc([N+](=O)[O-])cc1 (stereo not given) | 2% | 7% | -2% | 8% | 18% | 7% | -2% | 28%
CN(CC(=O)Nc1ccc(F)c(F)c1F)c1ncnc2sccc12 | -11% | 6% | -21% | ? | -40%[inhibitor] | 4% | -11% | -11%
Cc1[nH]c2ccccc2c1/C=C/c1nc2ccccc2c(=O)n1-c1ccc([N+](=O)[O-])cc1 | 19% | -19% | ? | 4%[10 µM] | 8% | 3% | ? | 7%
O=C(CN(Cc1ccccc1)C(=O)c1ccco1)NCc1ccc(F)cc1 | 5% | 3% | -4% | -15% | -13% | ? | 3% | 12%
CN(CC(=O)NC1CCCc2ccccc21)S(=O)(=O)c1cccs1 (stereo not given) | -1% | 0% | -6% | 5%[10 µM] | -7% | 10% | -5% | 12%
CCCn1c2c(c(O)c(C(=O)Nc3nc(C)cs3)c1=O)CCCC2 | -1% | 8% | -5% | -11%[0.074 µM] | 8% | 7% | -7% | 9%
CC(=O)Nc1cccc(OCc2cnc(Cl)s2)c1 | -4% | -8% | 2% | -29% | 19% | 1% | 0% | -8%[9.22 µM]
Cc1ccc(C)c(SCC(=O)c2ccc[nH]2)c1 | -1% | -7% | -5% | -27% | 10% | -6% | -5% | -3%
CCOc1cccc(C(=O)NC(=S)Nc2ccccc2)c1 | -5% | -13% | -24% | 1%[10 µM] | 11µM* | 18µM* | ? | 24%
COc1ccc(-n2c(N)c(C(=O)NCc3ccco3)sc2=S)cc1 | -17% | 2% | -15% | -1% | -2% | ? | -9% | 13%
Cc1nnc(SCC(=O)Nc2ccc3c(c2)OCCO3)s1 | -18% | 0% | -7% | -7%[10 µM] | 1% | -3% | -3% | -18%
O=C(Nc1ccc(Cl)cc1Cl)c1csc(-c2cccnc2)n1 | 7% | -4% | -5% | 12%[10 µM] | . | . | -6% | 5%[9.22 µM]
COc1ccc(C(=O)NC2CC3CCCC(C2)N3CC(C)C)cc1OC (stereo not given) | 3% | 13% | 8% | 16%[10 µM] | -5% | 1% | 0% | 18%

Three entries out of the list above, sorted by their value in HttQ103 aggreg, rising:
| molecule | HttQ103 aggreg |
| --- | --- |
| Cc1ccc(C)c(SCC(=O)c2ccc[nH]2)c1 | -3% |
| CCCn1c2c(c(O)c(C(=O)Nc3nc(C)cs3)c1=O)CCCC2 | 9% |
| CN(CC(=O)NC1CCCc2ccccc21)S(=O)(=O)c1cccs1 (stereo not given) | 12% |

Additional records
SMILES | Tau FP inhib | KDM4E inh | Tau fluor cs | HTT ATP protect | SMN2 splice enh | ALDH1A1 inh | Tau ThT inhib | HttQ103 aggreg
Cc1cccc(NC(=O)NNC(=O)c2nn(C)cc2Br)c1 | 1% | 5% | -8% | 5%[0.074 µM] | ? | 11% | -10% | 3%
Cn1c(CNC(=O)c2ccccc2F)nnc1SCC(=O)N1CCN(c2ccccc2)CC1 | 8% | 2% | -2% | -95%[inhibitor] | 6% | ? | -9% | 8%
CC1=CSC2=NC(=O)/C(=C\c3cccn3-c3ccccc3)C(=N)N12 | -2% | 4% | 3% | -2%[10 µM] | -7% | 22µM* | 12% | 8%
Cc1ccc(Nc2nc(C(=O)N3CCC(C(=O)NCCN4CCOCC4)CC3)cs2)cc1 | -6% | -2% | -14% | 11%[4.97 µM] | 16% | -3% | -5% | 4%
CN(C)S(=O)(=O)c1ccc(C(=O)N2CCOCC2)cc1 | 2% | 1% | 2% | -30% | -5% | 7% | -5% | -8%[9.22 µM]
OCCC1CN(CCCn2cccn2)CCN1Cc1ccccc1 (stereo not given) | -1% | 12% | -8% | 8%[10 µM] | . | -8% | -6% | 9%[9.22 µM]
O=C(CC1C(=O)NCCN1C(=O)Nc1ccc(Cl)cc1)Nc1ccc(F)cc1 (stereo not given) | -11% | 15% | -13% | . | 15% | 7% | 4% | 3%
CCOC(=O)COc1c(-c2ccc(OC)cc2)oc2ccccc2c1=O | -4% | ? | ? | 4%[1.9 µM] | -16% | ? | ? | 7%

A portion of the library. The share of hits here may be higher or lower than overall.
